Screening results: PubChem BioAssay, several laboratories
Salmonella PhoP GFP = inhibitors of PhoP regulon expression, primary screen, Salmonella Typhimurium, GFP reporter (AID 1863) | hit rate 0.16% among 300,000 | one-dose inhibition, % at 50 µM; IC50 in µM for titrated hits | S. Typhimurium PhoP-regulated promoter GFP reporter, 4 h; higher % means a stronger effect;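 active = inhibition over 29.93%, a cutoff 3 SD above the screen mean, later confirmed by dose response; inconclusive = inhibition over 29.93% but no dose response follow-up; inactive = inhibition at most 29.93% or unconfirmed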;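 note: 0% = low Mg2+ inducing control and 100% = high Mg2+ repressing control; strong numbers were not always called active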
GPR35 antagonists = inhibition of zaprinast-stimulated GPR35 beta-arrestin translocation – imaging, U2OS, beta-arrestin-GFP, zaprinast agonist, primary screen (AID 2058); U2OS GPR35 beta-arrestin-GFP translocation imaging, zaprinast antagonism; higher % means a stronger effect; inhibition, % at 10 µM, or IC50 in µM where a hit was titrated; hit rate 0.052% among 290,000;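 active = inhibition of at least 50% with at least 30 cells and total cytoplasm GFP at most 10,000,000; inconclusive = under 30 cells or total GFP of 10,000,000 plus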
MgcRacGAP inhibition = MgcRacGAP GTPase-activating activity inhibitors, confirmation, biochemical, ADP Hunter fluorescence. MgcRacGAP-stimulated Rac1 GTP hydrolysis, ADP Hunter fluorescence; higher % means a stronger effect; GST-tagged Rac1 F28L mutant substrate. inhibition, % at 30 µM; hits with a dose series show IC50 in µM. hit rate 0.6% among 340,000. AID 624330;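 active = first-screen hits whose inhibition reached a set limit at any dose in the follow-up dose series; inconclusive = inhibition above the set first-screen limit but never retested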;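 note: fluorescence reports GDP produced by GAP-driven GTP hydrolysis; strong numbers were not always called active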
GPR55 antagonists = inhibition of LPI-stimulated GPR55 beta-arrestin translocation – imaging, U2OS, beta-arrestin-GFP, LPI agonist, primary screen (AID 2013); U2OS GPR55 beta-arrestin-GFP translocation imaging, LPI antagonism; higher % means a stronger effect; one-dose inhibition, % at 10 µM; IC50 in µM for titrated hits; hit rate 0.13% among 290,000;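 active = spots per cell inhibited over 60%, with over 100 cells counted and total cytoplasm intensity under 500,000; inconclusive = wells with under 100 cells, flagged as likely toxic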;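 note: U2OS cells stably carrying GPR55 and arrestin-GFP stimulated by 5 µM LPI near EC80; imaged beta-arrestin-GFP aggregate spots per cell after agonist stimulation; plate controls were LPI-stimulated DMSO wells for no effect and DMSO wells without LPI for full effect; some results filed as inactive read as strong as hits; confirmed hits need IC50 under 10 µM and bright autofluorescent wells are also inconclusive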
NS5 inhibitors = flavivirus cap methylation enzyme inhibition – biochemical, confirmation dose response, primary screen (AID 588689). hit rate 0.3% among 340,000. Dengue-2 NS5 methyltransferase capping enzyme assay, biochemical; higher % means a stronger effect. one-dose inhibition, % at 25 µM; IC50 in µM for titrated hits; in the data active = a potency from the dose series; inconclusive = inhibition above about 29% without an active follow-up result
SV40 large T antigen = SV40 large T antigen inhibitors, biochemical (AID 1903). SV40 large T antigen ATPase/helicase inhibition assay; higher % means a stronger effect. inhibition, % at 20 µM, or IC50 in µM where a hit was titrated. hit rate 0.39% among 310,000; in the data active = a potency from the dose series; inconclusive = inhibition mostly from about 32% at the one dose, without a potency; inactive = the rest, 99 in 100 with inhibition below about 32%; note: strong numbers were not always called active
K1F lysis inhibition = protection from phage-mediated lysis, alamar blue read-out – E. coli UTI89, K1F phage, bacterial capsule biogenesis inhibitors (AID 488966); E. coli UTI89 K1F phage lysis, alamar blue, 2 h; higher % means a stronger effect; inhibition, % at 100 µM, or IC50 in µM where a hit was titrated; hit rate 0.02% among 340,000;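 active = phage lysis inhibition, versus mean bacterial control, above a set limit; inconclusive = no clear call, values can overlap the other calls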;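 note: capsule biogenesis inhibitors block K1F phage lysis so surviving cells raise fluorescence; higher fluorescence means more inhibition of phage lysis; actives were called in the ten point dose series up to 300 µM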
RSV CPE inhibition = RSV antiviral activity via CPE protection, HEp-2 cells, primary 10 µM value included (AID 2391). HEp-2 cells, RSV-induced CPE inhibition; higher % means a stronger effect. one-dose CPE inhibition, % at 10 µM; IC50 in µM for titrated hits. hit rate 0.13% among 310,000; in the data active = a potency from the dose series; inconclusive = CPE inhibition mostly from about 23% at the one dose, without a potency; inactive = the rest, 99 in 100 with CPE inhibition below about 21%; note: strong numbers were not always called active
HIV fusion peptide = inhibitors of HIV fusion peptide binding, primary screen, biochemical, uHTS, fluorescence dequenching (AID 1986); cell-free peptide binding, fluorescence dequenching, 30 min; higher % means a stronger effect; inhibition, % at 20 µM, or IC50 in µM where a hit was titrated; hit rate 0.3% among 290,000; in the data active = inhibition mostly above about 52%, no sharp cut-off; inactive = mostly below about 76%; note: some results filed as inactive read as strong as hits
NS5 inhibitors pilot replicate = recorded beside NS5 inhibitors, whose call it bears; inhibition, %; measured here: pilot screen replicate inhibition
* hit, by the source's call; ? = inconclusive; . = no result given; & = joins results of further samples; [ ] = another dose, or the depositor's remark. Not a hit list; 1.5% or so of the library scored in one or more.

SMILES	Salmonella PhoP GFP	GPR35 antagonists	MgcRacGAP inhibition	GPR55 antagonists	NS5 inhibitors	SV40 large T antigen	K1F lysis inhibition	RSV CPE inhibition	HIV fusion peptide	others
Cc1ccccc1OCc1n[nH]c(=S)n1Cc1ccccc1	0%	-5%	3%	-7%	10%	3%	-0.5%[50 µM]	4.3%	0.3%
COC(=O)c1sccc1NC(=O)c1ccc(Cl)s1	-8%	-12%	6%	8%	1%	6%	-2.0%	-0.7%	1.0%
CN(CC(=O)N1CCCC1)S(=O)(=O)c1ccc2ccccc2c1	3%	4%	6%	13%	5%	9%	1.8%	-0.3%	-2.0%
Cc1ccc(-c2noc(CCC(=O)Nc3cc(C)ccn3)n2)cc1	-16%	-1%	7%	0%	-6%	-2%	1.7%	0.7%	1.8%
CCc1nn(-c2ccccc2)c2c1-c1cc(OC)c(OC)cc1C1(N2)C(=O)Nc2ccccc21 (configuration not stated)	0%	-4%	2%	4%	4%	4%	-0.4%	2.8%	2.0%
CCOC(=O)N1CCC(N2Cc3cccc(C(=O)N4CCN(C5CCCCC5)CC4)c3C2=O)CC1	-1%	3%	9%	2%	-2%	5%	-1.0%	1.3%	6.0%
CCC(NC(=O)C(C)NC)C(=O)N1CCCC1C(=O)NC1CCCc2ccccc21 (configuration not stated)	.	.	10%	.	-8%	.	0.4%	0.1%	.
CN(C(=O)CS(=O)(=O)c1cn(CC(=O)N2CCCCC2)c2ccccc12)c1ccccc1	-8%	5%	5%	4%	2%	23%	0.0%[50 µM]	0.5%	0.4%
Cc1ccc(C2(C)NC(=O)N(CC(=O)NCc3cccs3)C2=O)cc1 (configuration not stated)	-3%	5%	2%	6%	.	-3%	-0.4%	0.6%	-3.3%
COc1ccc(S(=O)(=O)Nc2cccnc2)cc1	-4%	-6%	-6%	-5%	-7%	5%	0.8%[50 µM]	1.3%	0.4%
COc1ccc(OC)c(NC(=O)Cn2c(=O)n(CC(=O)NCc3ccco3)c(=O)c3ccccc32)c1	4%	0%	7%	1%	-2%	2%	0.1%	0.2%	2.1%
COc1ccc(CCC(=O)OCC(=O)Nc2c(C)n(C)n(-c3ccccc3)c2=O)cc1	.	.	5%	.	-4%	.	0.6%[50 µM]	0.9%	.
CC1(/[N+]([O-])=C/c2ccc(Cl)cc2Cl)CCCCC1=O (configuration not stated)	1%	7%	.	4%	.	7%	.	1.3%	0.8%
COCC(C)NC(=O)c1ccc(N(C)C)cc1 (configuration not stated)	-3%	-1%	3%	14%	-5%	4%	0.7%	-0.4%	0.9%	NS5 inhibitors pilot replicate=-1.5
O=C(NCCS(=O)(=O)NCc1ccco1)c1ccccc1	0%	.	6%	.	-1%	10%	0.1%[50 µM]	-1.5%	.
Cc1cc(C)c2c(n1)sc1c(N3CCN(CCO)CC3)ncnc12	-2%	-4%	7%	5%	-3%	11%	-0.7%	-2.6%	1.2%
O=C(NCCc1ccc(Cl)cc1)c1ccc(CS(=O)Cc2ccccc2Cl)o1 (configuration not stated)	-5%	24%	6%	-2%	0%	7%	0.0%	1.3%	1.5%
CC(=O)Nc1ccc(S(=O)(=O)NC2=C(N3CCN(Cc4ccccc4)CC3)C(=O)c3ccccc3C2=O)cc1	8%	2%	11%&14%	-13%	3%&-2%	13%	-0.4%	-0.5%	0.2%
CC(C)CC(=O)Nc1ccccc1N1CCN(C(=O)c2ccccc2)CC1	-16%	-15%	6%	3%	-14%	2%	-0.5%	2.5%	-0.8%
Cc1ccc(NC(=S)Nn2cnnc2)cc1	-10%	-10%	6%	3%	-7%	17%	0.0%	1.3%	-1.2%
CCn1c(SCC(=O)NCc2ccc3c(c2)OCO3)nnc1-c1ccncc1	-8%	-15%	7%	-9%	-9%	4%	-0.4%	0.8%	-0.7%
O=C(NP(=O)(N1CCOCC1)N1CCOCC1)C1=C(N2CCOCC2)/C(=C\c2ccccc2)CC1	10%	-7%	5%	10%	-1%	9%	1.7%	-1.3%	2.7%
O=C(NCCc1ccccn1)c1cc(-c2ccc(Cl)c(Cl)c2Cl)nc2ccccc12	4%	-5%	8%	4%	0%	11%	4.2%	6.6%	-1.3%
CCOc1ccc(OCc2ccc(C(=O)Nc3ccc(Cl)cn3)o2)cc1	-1%	11%	7%	11%	-1%	9%	0.2%	0.3%	-1.6%
CC(=O)[C@@]12O[C@@H]1C[C@H]1[C@@H]3CC[C@H]4C[C@@H](O)CC[C@]4(C)[C@H]3CC[C@@]12C	4%	-3%	14%	7%	0%	5%	-0.1%	2.0%	-0.9%
Cc1cccc2nc(-c3ccccc3)nc(N[C@@H](CO)c3ccccc3)c12	-7%	-2%	9%	27%	-3%	7%	0.3%	44%	0.2%
COc1ccc(NC(=O)CSCC(=O)Nc2ccccc2N2CCCC2)cc1	-3%	.	10%	.	0%	11%	0.9%[50 µM]	0.1%	.
COc1ccc(-n2c(C)c([N+](=O)[O-])c3ccc(O)c(CN(C)C)c32)cc1	3%	-7%	13%	-16%	6%	8%	0.1%	-0.4%	-2.7%
CCc1nc(N=Nc2c(O)[nH]c3ccccc23)c2c3c(sc2n1)CCC3	-3%	11%	3%	14%	1%	-3%	-1.0%	0.1%	3.3%
COc1cc(/C=N\n2cnnc2)ccc1OCC(=O)Nc1ccc(C)cc1	-9%	12%	6%	-4%	1%	6%	2.2%	1.3%	-1.6%
CC1(C)Cc2ccccc2C(N)=C1C#N	6%	11%	9%	6%	-3%	1%	6.2%	.	-1.5%
CCc1ccc2c(c1)c(N=NC1=NC(=O)CS1)c(O)n2C	-2%	9%	11%	7%	9%	2%	0.0%	2.8%	29%
Oc1oc(-c2ccccc2Br)nc1/C=N/c1ccccn1	5%	12%	7%	9%	-5%	3%	0.2%	-0.5%	-0.7%
Cc1[nH]n(-c2ccccc2)c(=O)c1C(c1ccccc1[N+](=O)[O-])C(C#N)C#N (configuration not stated)	1%	6%	11%	10%	86µM*	?	0.2%	2.3%	0.9%
O=C1CCc2cc(S(=O)(=O)N3CCC(C(=O)NC4CCCC4)CC3)ccc2N1	4%	-1%	2%	-6%	4%	5%	-11%	-1.0%	2.6%
COc1ccc(OC)c(S(=O)(=O)N(C)CC(=O)N2CCN(c3ccc(F)cc3)CC2)c1	4%	2%	5%	-7%	-3%	7%	3.0%	0.6%	-1.4%
COc1ccc(NC(=O)CN(c2ccccc2F)S(=O)(=O)c2ccc(C)cc2)cc1	-7%	-11%	6%	5%	-12%	8%	3.0%	4.0%	1.7%
CCOc1ccccc1NC(=O)C1=C(C)NC(=S)NC1c1cccs1 (configuration not stated)	-3%	-10%	3%	4%	2%	9%	1.1%[50 µM]	-0.9%	0.1%
COCCN1CCN(C(=O)c2cc(COc3cc(C)ccc3C)on2)CC1	-3%	50%	8%	5%	-10%	11%	0.4%	0.5%	2.4%
COc1ccc(OC(=O)C(C)N2C(=O)c3ccccc3C2=O)cc1 (configuration not stated)	-1%	-4%	10%	-16%	-3%	4%	0.0%	0.5%	-0.9%
COc1cc(-c2nc3ccccn3c2/N=C/c2cccc(F)c2)ccc1O	-1%	3%	23%	-4%	-11%	22%	0.2%	0.4%	-2.9%
O=C(CN1CCCc2ccccc21)Nc1ccc(F)cc1[N+](=O)[O-]	2%	1%	-1%	12%	-10%	6%	-0.1%	0.0%	0.1%
Cc1ccc(C)c2[nH]c(=O)c(CCNC(=O)C(C)(C)C)cc12	6%	-7%	0%	-5%	-6%	-2%	-0.1%	0.9%	-1.3%
Cc1nn(Cc2ccc(F)cc2)c(C)c1NC(=O)CCCn1nc([N+](=O)[O-])cc1C	9%	0%	9%	12%	0%	4%	0.1%	0.7%	0.4%
CC1=C(C(=O)Nc2ccccc2)C(c2ccc3c(c2)OCO3)C2=C(CCCC2=O)N1 (configuration not stated)	-5%	10%	1%	-6%	-1%	7%	3.0%	0.9%	-3.6%
COC(=O)c1sc2nc(SCc3cccc(F)c3)n(N)c(=O)c2c1C	-9%	-9%	4%	-20%	-6%	7%	0.2%	1.7%	1.6%
S=C1NCN(Cc2ccco2)CN1c1cccc2ccccc12	-10%	1%	-1%	7%	1%	16%	-0.2%	.	-1.9%
NNC(=O)CCCNc1ncc(C(F)(F)F)cc1Cl	-5%	-17%	3%	7%	17%	7%	1.4%	-0.6%	-2.1%
COc1ccc(CCNC(=O)CCc2ccc(OC)cc2)cc1	0%	3%	10%	12%	-5%	18%	1.5%[50 µM]	1.9%	-0.1%
COc1cc(C(=S)N2CCOCC2)ccc1OC(=O)c1cccc(C)c1	-5%	-18%	17%	-3%	2%	7%	0.2%	5.8%	-1.4%
Cc1ccc(NS(=O)(=O)c2ccccc2[N+](=O)[O-])cc1C	-13%	8%	8%	10%	-4%	2%	1.7%	1.0%	0.1%
Nn1c(Cc2cccc3ccccc23)nnc1SCc1c(F)cccc1Cl	15%	-18%	5%	-2%	-11%	8%	0.6%[50 µM]	2.3%	0.4%
CCN(CC)S(=O)(=O)c1cccc(NC(=O)c2cc3ccccc3o2)c1	-6%	19%	2%	10%	-2%	8%	0.0%	40%	-3.5%
CCOC(=O)c1cc(CC)sc1NC(=O)COC(=O)c1ccccn1	0%	.	2%	.	4%	14%	0.7%[50 µM]	2.9%	.
Cc1cc(C)n2cc(COc3ccccc3)nc2n1	-7%	6%	-1%	-2%	-1%	5%	2.9%	1.5%	1.1%
CC(=O)Nc1ccc(NC(=O)c2ccc(COc3ccc4c(C)cc(=O)oc4c3)cc2)cc1	6%	11%	.	7%	.	3%	.	0.2%	-0.9%
N#CCCN(Cc1cccs1)C(=O)Nc1ccc(F)cc1	-12%	-14%	9%	13%	5%	10%	3.4%	.	1.9%
COc1cccc(COC(=O)c2ccc3c(=O)n4c(nc3c2)CCC4)c1OC	2%	.	7%	.	-1%	26%	1.7%[50 µM]	-0.3%	.
N#Cc1ccc(CN2CCN(C(=O)c3cn(Cc4ccccc4)nc3-c3cccnc3)CC2)cc1	.	.	3%	.	2%	.	0.8%[50 µM]	2.0%	.
Cc1occc1-c1nnc(SCC(=O)N2CCN(c3ccc(F)cc3)CC2)n1C	-13%	5%	4%	7%	0%	7%	0.1%	9.2%	3.3%
